hcDAF12 agonist – H. contortus DAF-12 activation, primary screen. activation, % at 6.8 µM. HEK293 hcDAF-12 lit1-tk-luc reporter, luminescence; 0% DMSO, 100% Δ7-dafachronic acid. actives 1.4% (n = 370,000). AID 652067;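 active = activation above the mean of all tested compounds plus 3 SD, cut at about 5.5% in these data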;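 note: 100% = response to 3 µM Δ7-dafachronic acid high control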
NPR1 activator – GC-A (human) enzyme activation; actives 0.14% (n = 370,000); activation, % at 10 µM; HEK293 GC-A cells, cGMP TR-FRET, EC30 ANP; 0% at EC30 ANP, 100% saturating ANP; in the data active = activation above about 40%
ssDAF12 agonist – S. stercoralis DAF-12 activation, primary screen; AID 652126; actives 1% (n = 370,000); activation, % at 6.8 µM; HEK293 ssDAF-12/GRIP1 lit1-tk-luc reporter, luminescence; % of 3 µM dafachronic acid response;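 active = activation above the mean over all tested compounds plus 3 SD, cut at about 0.9% in these data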;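 note: 0% = DMSO-only wells and 100% = 3 µM delta7-dafachronic acid wells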
ADAM17 inh – ADAM17 inhibition, QFRET primary screen. actives 0.83% (n = 370,000). recombinant ADAM17, EDANS/DABCYL FRET peptide cleavage. inhibition, % at 6.95 µM. P78536;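 active = inhibition above the mean of compounds lying between control limits plus 3 SD, set per campaign, cut at about 8.5% in these data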;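 note: 0% = DMSO-only wells as the low control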
DAX1 inh-1 – DAX1 (NR0B1) inhibition, primary screen | inhibition, % at 6.8 µM | AID 652010 | actives 1.1% (n = 370,000) | HEK293T StAR-luciferase reporter, SF-1/DAX-1 repression relief;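 active = inhibition above the mean over all tested compounds plus 3 SD, cut at about 3.6% in these data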;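 note: 0% = DAX-1 cells with DMSO and 100% = cells lacking DAX-1 with DMSO; higher inhibition means more luminescence from relief of DAX-1 repression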
hgDAF12 agonist – agonists of H. glycines DAF-12 nuclear receptor; HEK293 GAL4-hgDAF12 UAS-luciferase reporter, agonist luminescence; normalized to butyrate control; activation, % at 6.8 µM; actives 1.8% (n = 370,000);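 active = activation above a cutoff set at the mean of all screened compounds plus 3 SD, cut at about 10% in these data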;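 note: 0% = DMSO wells and 100% = sodium butyrate wells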
ADAM10 inh – inhibitors of human ADAM10 | O14672 | recombinant ADAM10, EDANS/DABCYL FRET peptide cleavage, 3 h | inhibition, % at 7 µM | actives 0.62% (n = 370,000) | AID 720582;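 active = inhibition above a per-campaign cutoff equal to the mean of compounds falling between control-based bounds plus 3 SD, cut at about 20% in these data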;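 note: 0% = DMSO wells while the 100% control is not disclosed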
Target sequence (O14672 214-748 limits assumed): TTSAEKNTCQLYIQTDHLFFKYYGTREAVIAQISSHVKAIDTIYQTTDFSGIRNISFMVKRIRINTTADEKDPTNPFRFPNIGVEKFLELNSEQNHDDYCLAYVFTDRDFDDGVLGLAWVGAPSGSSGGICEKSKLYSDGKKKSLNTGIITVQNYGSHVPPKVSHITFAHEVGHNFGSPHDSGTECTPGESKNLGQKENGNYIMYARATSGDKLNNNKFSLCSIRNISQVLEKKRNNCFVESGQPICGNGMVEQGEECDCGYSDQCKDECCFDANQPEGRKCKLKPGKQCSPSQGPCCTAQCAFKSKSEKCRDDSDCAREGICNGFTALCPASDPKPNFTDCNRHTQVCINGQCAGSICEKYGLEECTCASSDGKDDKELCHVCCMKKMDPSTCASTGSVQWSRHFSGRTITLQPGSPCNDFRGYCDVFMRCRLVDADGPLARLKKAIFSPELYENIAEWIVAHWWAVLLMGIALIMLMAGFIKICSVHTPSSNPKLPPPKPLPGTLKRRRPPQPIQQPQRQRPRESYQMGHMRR
DAX1 inh-2 – NR0B1 (DAX1) inhibition | P51843 | HEK293 Gal4-DAX1 luciferase reporter, luminescence | inhibition, % at 6.75 µM | actives 0.99% (n = 340,000) | AID 504766;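 active = inhibition above the mean over all tested compounds plus 3 SD, cut at about 4.2% in these data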;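 note: 0% = DAX1-transfected cells with DMSO and 100% = empty-vector control cells with DMSO; inhibition shows as a rise in luminescence from relieved DAX1 repression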
Target sequence (P51843 207-470 limits assumed): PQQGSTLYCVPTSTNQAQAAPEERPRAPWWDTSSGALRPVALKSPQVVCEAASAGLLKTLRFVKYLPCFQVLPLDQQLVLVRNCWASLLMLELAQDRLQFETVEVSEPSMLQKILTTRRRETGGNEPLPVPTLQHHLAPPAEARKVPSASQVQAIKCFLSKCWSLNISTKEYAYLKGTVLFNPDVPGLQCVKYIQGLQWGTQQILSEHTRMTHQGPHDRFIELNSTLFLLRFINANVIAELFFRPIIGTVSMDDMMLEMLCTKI
GAA850 FXN act – activators of GAA850 frataxin (FXN) promoter; activation, % at 6 µM; HEK293 lucGAA850 FXN promoter luciferase reporter, 24 h; percent of 10 µM SAHA response; actives 0.56% (n = 360,000);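 active = activation above the average of all compounds screened plus 3 SD, cutoff fixed separately per campaign, cut at about 7.5% in these data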;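 note: 0% = DMSO wells and 100% = 10 µM SAHA wells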
PG9 binder – small molecules binding HIV-1 gp120 antibody PG9; actives 0.43% (n = 360,000); TR-FRET gp120-PG9 antibody binding; inhibition, % at 6.7 µM; in the data active = inhibition above about 8.5%
SMARCA2 act – SMARCA2 function activation, primary screen; MG213 cells, MMTV-luciferase reporter, dexamethasone, overnight; activation, % at 9.1 µM; actives 1% (n = 370,000); AID 652017; in the data active = activation above about 7.8%;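 note: 0% = vehicle wells and 100% = reference activator wells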
* marks the source's active call; other numbers are inactive results; x = not tested or not shown; & = joins results of further samples.

SMILES	hcDAF12 agonist	NPR1 activator	ssDAF12 agonist	ADAM17 inh	DAX1 inh-1	hgDAF12 agonist	ADAM10 inh	DAX1 inh-2	GAA850 FXN act	PG9 binder	SMARCA2 act
CCN1CCN(c2cc(C)c3cc(NC(=S)NCCN(C)C)ccc3n2)CC1	2.0	3	-1.0	-38	0.6	2.5	-84	0.8	-2.2	2.0	-2
C=CCOc1cccc(CNCc2ccncc2)c1	-1.4	6	-1.5	0	-0.7	-3.2	3	-2.0	-0.6	-0.5	2
CCCn1ncc(CN2CCN(CCc3ccccc3)C(CCO)C2)c1C (centres undefined)	1.1	3	-1.8	2	0.5	1.9	2	3.0	1.9	0.8	1
COc1ccc(CCNC(=O)C2CC(=O)N(CCc3ccccc3)C2)cc1OC (centres undefined)	-0.8	-5	-0.9	-2	-0.4	0.0	1	0.9	2.1	1.3	0
CCCN1CCN(CCCNC(=O)c2ccc3c(=O)n(CCc4ccccc4)c(=O)[nH]c3c2)CC1	-1.7	-1	-0.8	-4	0.4	-0.6	-15	0.3	1.1	-0.1	-1
CC(C)(C)C(O)C(Cc1ccccc1Cl)n1cncn1 (centres undefined)	-0.8	2	-0.9	-1	0.1	0.0	0	1.8	2.5	-0.7	0
COc1ccccc1NC(=O)c1ccc(-n2cccn2)c([N+](=O)[O-])c1	-2.7	-1	-1.6	-2	-0.5	-0.8	-6	-1.0	2.3	0.0	-2
CCn1c(SCC(=O)NCc2ccc3c(c2)OCO3)nnc1-c1ccncc1	-1.1	1	-2.1	-4	1.0	2.1	0	0.3	-1.3	-1.9	5
COc1ccc(-n2c(=O)c3c4c(sc3n(CC(=O)Nc3cc(C)[nH]n3)c2=O)CCCC4)c(OC)c1	-3.0	0	-1.3	1	0.3	-3.5	-1	-0.6	-0.5	0.4	-4
CCOP(=O)(OCC)C(NC(=O)c1ccc(OC)cc1)c1ccccc1 (centres undefined)	-0.7	1	-1.9	-3	0.6	-2.1	1	4.3*	-1.7	2.1	-1
N#C/C(=C\c1ccc(O)c(Br)c1)C(=O)N1CCCCC1	1.8	-8	-1.4	1	-0.1	1.3	1	1.1	1.0	-1.8	-1
CCN=c1scc(-c2ccc3c(c2)NC(=O)CO3)n1N=C1CCCC1	-4.3&-4.2	0&4	-1.9&-2.1	-3&3	-3.2&-2.1	-2.7&-4.0	-12&7	-3.8&-4.2	-2.3&0.2	-0.4&-1.0	-5&-3
O=C(NCc1ccc(Cl)cc1Cl)Nc1nc([C@@H]2O[C@H](CO)[C@@H](O)[C@H](O)[C@H]2O)cs1	-0.4	1	-1.5	-2	0.2	0.0	-2	x	-1.1	0.5	1
O=C(NC1CCN(Cc2ccccc2)CC1)c1ccccc1OCc1ccccc1	-2.5	-14	-1.3	2	0.2	-1.6	1	-0.5	-3.8	-1.4	1
Cc1ccc(S(=O)(=O)N2C[C@@H](C)[C@]3(C2)[C@H](O)[C@H](OC(=O)NC2CC2)C[C@H]2C(=O)N(c4ccccc4)C(=O)[C@H]23)cc1	2.6	-1	-0.8	0	-0.1	1.2	-3	1.6	-5.2	-0.5	-1
CCCSc1nnc(NC(=O)Nc2ccc(C)cc2)s1	1.0	9	-1.3	1	0.0	0.9	5	x	0.2	-2.8	8.0*
CN(C)C=NC(=O)c1cc(C(=O)c2ccccc2)c[nH]1	-0.9	4	-0.9	-1	-0.1	0.6	-2	0.3	2.3	-0.6	-2
CSCCC(NC(=O)c1ccccc1Cl)C(=O)Nc1cccc(S(=O)(=O)N2CCCC2)c1 (centres undefined)	-1.2	-2	-1.3	-1	1.4	-3.4	7	0.2	0.7	-0.7	0
COc1ccc(CCC(=O)Nc2ccc(Cl)c(S(=O)(=O)N3CCCC3)c2)cc1	-3.7	-2	-2.8	2	-2.2	-6.6	7	-4.6	-1.0	-3.1	-6
Brc1ccc(-c2nnc(-c3ccco3)o2)cc1	4.8	-14	-0.7	-18	0.9	9.1	-59	2.0	3.8	-0.9	6
O=C(O)c1ncn(Cc2ccc(Br)cc2)c1C(=O)O	1.6	2	-1.3	0	0.7	2.6	1	0.3	-0.5	0.4	0
CCOC(=O)[C@]12CCCC=C1N(Cc1ccc(OC)cc1)C(=O)[C@@H]2CC(=O)NCc1cccs1	-0.4	-2	-1.4	-2	-1.2	-4.4	1	x	x	x	-2
Cc1ccc(S(=O)(=O)c2c(C)cc(C)nc2Oc2cccc(C)c2C)cc1	-1.5	1	-1.1	2	-0.6	0.4	-5	0.2	3.6	-0.6	-1
CC(C)(C)C1CCc2onc(C(=O)NCc3ccc(F)cc3)c2C1 (centres undefined)	-2.7	-3	-1.9	4	-1.1	-0.4	21*	0.2	-0.2	2.9	-5

Quoted at random: two compounds from above.
SMILES	hcDAF12 agonist	NPR1 activator	ssDAF12 agonist	ADAM17 inh	DAX1 inh-1	hgDAF12 agonist	ADAM10 inh	DAX1 inh-2	GAA850 FXN act	PG9 binder	SMARCA2 act
CCCSc1nnc(NC(=O)Nc2ccc(C)cc2)s1	1.0	9	-1.3	1	0.0	0.9	5	x	0.2	-2.8	8.0*
CN(C)C=NC(=O)c1cc(C(=O)c2ccccc2)c[nH]1	-0.9	4	-0.9	-1	-0.1	0.6	-2	0.3	2.3	-0.6	-2

10 entries already listed, sorted by heavy-atom count, lowest first.
SMILES	hcDAF12 agonist	NPR1 activator	ssDAF12 agonist	ADAM17 inh	DAX1 inh-1	hgDAF12 agonist	ADAM10 inh	DAX1 inh-2	GAA850 FXN act	PG9 binder	SMARCA2 act
O=C(O)c1ncn(Cc2ccc(Br)cc2)c1C(=O)O	1.6	2	-1.3	0	0.7	2.6	1	0.3	-0.5	0.4	0
CCCSc1nnc(NC(=O)Nc2ccc(C)cc2)s1	1.0	9	-1.3	1	0.0	0.9	5	x	0.2	-2.8	8.0*
CCN=c1scc(-c2ccc3c(c2)NC(=O)CO3)n1N=C1CCCC1	-4.3&-4.2	0&4	-1.9&-2.1	-3&3	-3.2&-2.1	-2.7&-4.0	-12&7	-3.8&-4.2	-2.3&0.2	-0.4&-1.0	-5&-3
Cc1ccc(S(=O)(=O)c2c(C)cc(C)nc2Oc2cccc(C)c2C)cc1	-1.5	1	-1.1	2	-0.6	0.4	-5	0.2	3.6	-0.6	-1
COc1ccc(CCC(=O)Nc2ccc(Cl)c(S(=O)(=O)N3CCCC3)c2)cc1	-3.7	-2	-2.8	2	-2.2	-6.6	7	-4.6	-1.0	-3.1	-6
O=C(NCc1ccc(Cl)cc1Cl)Nc1nc([C@@H]2O[C@H](CO)[C@@H](O)[C@H](O)[C@H]2O)cs1	-0.4	1	-1.5	-2	0.2	0.0	-2	x	-1.1	0.5	1
O=C(NC1CCN(Cc2ccccc2)CC1)c1ccccc1OCc1ccccc1	-2.5	-14	-1.3	2	0.2	-1.6	1	-0.5	-3.8	-1.4	1
CSCCC(NC(=O)c1ccccc1Cl)C(=O)Nc1cccc(S(=O)(=O)N2CCCC2)c1 (centres undefined)	-1.2	-2	-1.3	-1	1.4	-3.4	7	0.2	0.7	-0.7	0
CCOC(=O)[C@]12CCCC=C1N(Cc1ccc(OC)cc1)C(=O)[C@@H]2CC(=O)NCc1cccs1	-0.4	-2	-1.4	-2	-1.2	-4.4	1	x	x	x	-2
Cc1ccc(S(=O)(=O)N2C[C@@H](C)[C@]3(C2)[C@H](O)[C@H](OC(=O)NC2CC2)C[C@H]2C(=O)N(c4ccccc4)C(=O)[C@H]23)cc1	2.6	-1	-0.8	0	-0.1	1.2	-3	1.6	-5.2	-0.5	-1

Remaining list, next part
SMILES	hcDAF12 agonist	NPR1 activator	ssDAF12 agonist	ADAM17 inh	DAX1 inh-1	hgDAF12 agonist	ADAM10 inh	DAX1 inh-2	GAA850 FXN act	PG9 binder	SMARCA2 act
Cc1ccccc1N=C(N)Nc1ccccc1C	-1.9	0	-0.8	0	-0.7	4.8	-5	0.0	0.6	1.6	-2
CCCCCCCCN1C(=O)[C@H](CC(=O)NCc2cccc(C(F)(F)F)c2)C[C@@]2(C(=O)OCC)CCC=C12	-2.1	-3	-0.6	-1	0.1	0.0	4	x	x	1.1	-2
CCOc1ccc(Oc2ccc(C(F)(F)F)cc2NC(=O)C2=COCCO2)cc1	0.8	-3	0.0	-1	-1.4	0.2	-1	0.7	-1.5	-0.8	-1
Cc1ccc(C)c(NC(=O)CC2Sc3ccccc3NC2=O)c1 (centres undefined)	-1.3	-2	-0.7	7	0.0	1.1	1	0.8	0.3	-0.4	-2
Cc1ccccc1NC(=O)Cc1nc(COC(=O)CSc2ccccc2)cs1	-0.5	2	-0.7	-3	-0.7	-0.1	7	0.5	2.7	-0.2	0
O=C(Cc1cccs1)NCCN1CCOCC1	-0.3	-2	-0.7	2	0.2	1.8	4	-0.8	3.2	-4.3	1
CCOc1ccccc1NC(=O)N1CCCC(c2nc(-c3ccc(C)o3)no2)C1 (centres undefined)	-1.8	0	-0.9	3	-0.3	7.4	6	-0.1	3.4	-4.2	4
Cc1ccc(C)c(S(=O)(=O)N2CCCOC2CNC(=O)C(=O)NCc2ccccc2)c1 (centres undefined)	-1.8	-2	-1.1	-1	-0.1	1.6	-1	0.0	-3.4	-1.9	0
COc1ccc(CN(C)CC(=O)Nc2cccc3ccccc23)cc1F	-1.5	-4	-0.8	2	-0.3	-0.8	6	-0.2	-1.5	-1.9	4
Nn1c(SCC(=O)Nc2ccc(S(N)(=O)=O)cc2)nnc1-c1n[nH]c2c1CCC2	-1.8	5	-0.7	-1	0.1	0.6	3	x	x	x	0
O=C(NNS(=O)(=O)c1ccc2ccccc2c1)C1CCN(Cc2ccccc2)CC1	-2.8	-1	-0.7	-1	-0.6	-0.9	3	-0.7	-0.2	-2.6	-2
O=C(NCCCn1ccnc1)/C(=C/c1cccs1)NC(=O)c1ccco1	-2.2	4	-1.0	-3	-0.6	3.2	-4	1.0	1.6	0.0	0
CCN1CCN(C(c2cccnc2)c2c(NC(=O)c3ccco3)sc(C)c2C)CC1 (centres undefined)	-1.7	-20	-1.4	-4	-0.5	-0.4	-15	-0.2	-2.8	0.3	-1
O=C(NCc1ccc(C(F)(F)F)cc1)O[C@H]1CC[C@@]23CCCN2C(=O)CCC[C@H]3C1	-0.8	2	-1.9	-1	x	-3.7	1	x	x	x	x
O=S(=O)(c1ccc(Cl)cc1)N1CCN(C(=S)Nc2ccccc2F)CC1	-1.3	0	-0.6	-2	-1.4	-0.9	3	-0.3	-0.2	-0.5	-1
Fc1ccc(Nc2nc(N3CCOCC3)c3ccccc3n2)cc1	-2.6	16	-1.5	-6	-0.6	-0.1	-15	-0.2	1.8	0.3	-2
COc1nc(Oc2ccc(=O)n(C)n2)nc(N(C)C)n1	0.3	7	-1.3	-4	0.6	2.6	2	0.9	0.9	0.4	0
CCN1CCN(c2ccc(S(=O)(=O)N3CCCCC3)cc2NC(=O)/C=C/c2ccc([N+](=O)[O-])cc2)CC1	0.4	-5	-0.5	4	-4.2	-2.1	7	0.1	-2.1	1.1	15*
O=C(Nc1ccc(S(=O)(=O)NC2=NCCCCC2)cc1)c1cccc(S(=O)(=O)N2CCOCC2)c1	-2.4	1	-1.1	-1	-1.7	0.1	-16	-1.8	2.5	1.8	-4
CCOC(=O)C1=C(C)NC(SCC(N)=O)=C(C#N)C1c1cccs1 (centres undefined)	-1.9	1	-1.2	-11	0.1	-1.3	-22	-0.6	-2.2	-0.1	-2
